Assay outcomes from PubChem.
TNAP inh no acc = human TNAP enzyme inhibitors, primary screen, biochemical, luminescent, no phosphate acceptor, uHTS | AID 1012, 2008 | hit rate 0.26% among 200,000 | inhibition, % at 20 µM | purified TNAP, CDP-star luminescence, 30 min | Alkaline phosphatase, tissue-nonspecific isozyme (Homo sapiens), P05186;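 active means tissue-nonspecific alkaline phosphatase inhibition above about 50% at 20 µM in the single-dose screen, limit read from the data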;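 further: 0% = DMSO negative control and 100% = EDTA positive control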
Target sequence (P05186 whole entry, looked up): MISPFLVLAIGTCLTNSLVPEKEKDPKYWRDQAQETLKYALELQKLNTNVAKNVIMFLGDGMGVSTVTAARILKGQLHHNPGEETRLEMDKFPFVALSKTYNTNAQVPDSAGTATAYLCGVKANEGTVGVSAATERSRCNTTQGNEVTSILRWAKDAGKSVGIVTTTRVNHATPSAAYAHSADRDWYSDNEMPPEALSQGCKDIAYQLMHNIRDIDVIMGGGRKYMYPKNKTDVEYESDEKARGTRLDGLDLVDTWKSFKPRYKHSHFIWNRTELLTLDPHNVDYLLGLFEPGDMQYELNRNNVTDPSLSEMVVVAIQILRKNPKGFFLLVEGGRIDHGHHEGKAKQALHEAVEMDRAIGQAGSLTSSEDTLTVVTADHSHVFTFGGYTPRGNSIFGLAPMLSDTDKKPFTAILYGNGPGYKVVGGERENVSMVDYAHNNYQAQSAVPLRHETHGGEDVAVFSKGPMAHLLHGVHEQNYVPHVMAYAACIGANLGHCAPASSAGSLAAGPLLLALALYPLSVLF
Redox H2O2 prof = compounds producing H2O2 with reducing agent – biochemical, NIH compound library profiling, artefact control for MLSCN library redox annotation, primary screen. DTT-dependent redox cycling H2O2, phenol red/HRP absorbance; 100% = 100 µM peroxide control, 0% = buffer. activation, % at 10 µM. hit rate 0.03% among 200,000;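 active means activation of at least 50% relative to the plate's high and low controls in the primary single-dose screen; inactive means activation below 50%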;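 further: compound incubated with DTT at 0.8 mM final as the reducing agent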
TNAP inh hiacc = human TNAP enzyme inhibitors, primary screen, biochemical, luminescent, high phosphate acceptor level, uHTS; Alkaline phosphatase, tissue-nonspecific isozyme (Homo sapiens), P05186; AID 1135, 2008; purified TNAP, CDP-star luminescence, 1 M DEA; inhibition, % at 20 µM; hit rate 0.03% among 200,000;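 active means over 50% inhibition of tissue-nonspecific alkaline phosphatase at 20 µM in the single-dose screen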;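 further: plate controls were DMSO wells for no effect and EDTA-quenched wells as full inhibition for full effect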
RAM inhibit = inhibitors of the yeast RAM network, primary screen, dse1pr::URA3 reporter, 5-FOA selection; hit rate 1.8% among 190,000; S. cerevisiae dse1pr::URA3 reporter, 5-FOA growth OD615, 2 d; analog-sensitive cbk1-as2 kinase mutant strain; inhibition, % at 50 µM;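 active means inhibition above a set limit, 3 SD over mean compound inhibition, cut at about 8.4% in these data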;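 further: 0% = DMSO-only wells with no growth and 100% = 10 µM 1-NA-PP1 full growth; inhibition rescues growth on 5-FOA so higher OD means more RAM inhibition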
S1P3 antag = S1P3 receptor antagonists, primary screen, cell-based | inhibition, % at 4.98 µM | hit rate 0.27% among 170,000 | Sphingosine 1-phosphate receptor 3 (Homo sapiens), Q99500 | CHO S1P3 NFAT-BLA reporter, FRET fluorescence, antagonist mode;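 active means inhibition above the plate cutoff, the mean inhibition of test wells on that plate plus 3 SD, cut at about 28% in these data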;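 further: cells challenged with S1P at its EC80 of 0.8 µM; blue over green emission ratio from cleaved BLA substrate after 4 h stimulation; 0% = S1P-stimulated wells and 100% = unstimulated DMSO-only wells; some compounds past the cut are filed as inactive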
Target sequence (Q99500 whole entry, looked up): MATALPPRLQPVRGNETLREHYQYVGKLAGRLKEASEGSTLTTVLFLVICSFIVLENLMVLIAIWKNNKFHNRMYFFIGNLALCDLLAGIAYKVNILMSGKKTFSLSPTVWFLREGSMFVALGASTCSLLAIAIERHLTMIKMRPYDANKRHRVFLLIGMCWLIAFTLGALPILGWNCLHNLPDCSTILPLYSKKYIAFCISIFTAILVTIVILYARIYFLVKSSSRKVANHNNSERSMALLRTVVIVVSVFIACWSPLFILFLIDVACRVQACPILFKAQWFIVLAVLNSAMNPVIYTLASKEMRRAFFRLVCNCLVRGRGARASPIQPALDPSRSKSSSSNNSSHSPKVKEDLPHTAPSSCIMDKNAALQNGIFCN
Hsp70 act = Hsp70 transcriptional activators, primary screen, cell-based, HeLa, Hsp70 promoter luciferase, luminescence, 10 µM. activation, % at 10 µM. hit rate 0.04% among 200,000. HeLa Hsp70 promoter luciferase reporter; scaled: vehicle 0, proteasome-inhibitor control 100%;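 active means activation above the mean across all tested compounds plus 3 SD, cutoff set per campaign, cut at about 5.5% in these data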;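 further: 100% = MG132 at 30 µM as the positive control and 0% = DMSO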
PMI act satM6P = human PMI activators, high substrate, primary screen, biochemical, fluorescence intensity, near-saturating mannose 6-phosphate | AID 1216, 2008 | hit rate 0.34% among 190,000 | coupled PMI enzyme assay, resazurin fluorescence, 20 min; stronger effect = higher value; 1 = untreated enzyme, 0 = substrate-free blank | activation factor at 20 µM;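 active means activation factor of 2 or more at 20 µM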
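Test system: human PMI in coupled enzyme assay; Input: PMI at 15 ng/mL final; Medium: HEPES buffer, pH 7.4; Schedule: 20 min incubation at room temperature; Technique: resorufin fluorescence at Ex 544/Em 590 nm; Compound: 20 µM single dose; Probe or stimulus: Near-saturating mannose-6-phosphate, 1.0 mM.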
Efa HMGR inh = inhibitors of E. faecalis class II HMGR, primary screen, biochemical, Enterococcus faecalis; HMG-CoA reductase (Enterococcus faecalis, mvaE); purified E. faecalis HMGR, NADPH absorbance 340 nm kinetic; inhibition, % at 10 µM; hit rate 0.41% among 190,000; AID 1066, 2008;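 active means inhibition above a set limit, the median over all tested compounds plus 3 SD, cut at about 9.5% in these data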;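 further: enzyme runs in reverse so mevalonate oxidation gives rising NADPH absorbance; 0% = complete reaction with DMSO and 100% = background rate lacking mevalonate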
PMI act = activators of human PMI, primary screen, biochemical, fluorescence intensity, near-Km mannose 6-phosphate | Mannose-6-phosphate isomerase (Homo sapiens), P34949 | activation factor at 20 µM | hit rate 0.005% among 190,000 | purified human PMI, coupled resazurin fluorescence, 20 min; stronger effect = higher value; 1 = vehicle control, 0 substrate-free wells;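 active means activation factor of 2 or more at 20 µM, relative to plate controls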
Lmaj promast = Leishmania major promastigote growth inhibition, primary screen; Leishmania major promastigotes, resazurin fluorescence viability; inhibition, % at 10 µM; hit rate 9% among 200,000; AID 1063, 2008; in the data active means inhibition above about 50%;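 further: promastigotes grown with compound for 44 hours at 28 °C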
* = called active by the depositor; . = no result given.

SMILES,TNAP inh no acc,Redox H2O2 prof,TNAP inh hiacc,RAM inhibit,S1P3 antag,Hsp70 act,PMI act satM6P,Efa HMGR inh,PMI act,Lmaj promast
Cc1ccc(-c2nc3cc(NS(=O)(=O)c4ccc(C)cc4)ccc3o2)cc1,1,0.2,-2,5.8,.,-0.4,0.8,-6,0.8,1
Cc1noc(C)c1S(=O)(=O)N1CCCC(C(=O)NCCC2=CCCCC2)C1 (stereo unspecified),-16,3.0,-7,3.3,10,-0.3,1,2,1,20
COc1ccc(C(=O)NCC(=O)Nc2cccc(S(=O)(=O)NCc3ccco3)c2)cc1OC,-2,-0.7,-2,1.7,-15,-0.3,1,3,0.6,-3
CCCCNS(=O)(=O)c1ccc2nc(SCC(=O)N3CC(C)OC(C)C3)[nH]c2c1 (stereo unspecified),-28,0.0,1,-0.8,.,-0.1,1,2,0.9,-4
O=c1ncn(-c2ccccc2C(F)(F)F)c2ncccc12,-8,-0.2,-4,0.1,-12,-0.1,1,1,1.1,3
CC(C)CNC(=O)COC(=O)CCC(=O)c1ccc(F)cc1,-24,0.2,-3,0.9,.,-0.2,1,-4,1.1,-3
CC(C)N(CCNC(=O)c1cn(C)c2ccc(S(=O)(=O)N(C)C)cc2c1=O)Cc1ccccc1,12,-0.1,-8,0.1,-6,-0.1,1.1,1,1.1,3
COc1cccc(/C=C2\SC(=S)N(CC3CCCO3)C2=O)c1 (stereo unspecified),3,0.8,-1,8.6*,7,-0.2,1,-4,1,4
COc1cccc(C(c2nnnn2C(C)(C)C)N2CCN(C3CCCCC3)CC2)c1OC (stereo unspecified),-6,-1.3,-8,1.9,-30,-0.5,1,-2,1.1,40
COCCCNC(=O)CN(Cc1ccc(Cl)cc1)S(C)(=O)=O,-3,1.2,2,-0.1,-1,-0.3,0.9,-1,0.8,-1
COc1cc(S(=O)(=O)NC2CCCC2)ccc1Cl,-15,-0.3,-6,0.6,1,-0.5,0.9,-4,1,-4
Cc1ccc(N(CC(=O)Nc2cc(C)cc(C)c2)S(=O)(=O)c2cccc3nonc23)cc1,-8,0.2,-4,4.2,.,-0.3,1,-4,0.9,-2
CCOC(=O)c1sc(NC(=O)c2cc3c(s2)CCC(C)C3)nc1C (stereo unspecified),-22,0.0,-3,3.6,.,-0.6,1.1,2,1,-6
CC(OC(=O)CNC(=O)c1ccc2c(c1)OCO2)C(=O)NCCC1=CCCCC1 (stereo unspecified),-12,2.4,-6,0.2,-47,0.0,1,0,1,-8
COc1ccccc1NC(=O)CN1C(=O)NC2(CCCCCCC2)C1=O,-14,-0.2,-2,1.5,5,0.1,0.9,0,0.9,-7
Cn1c(SCC(=O)Nc2cc(=O)n(C)c(=O)n2C)nnc1-c1cccs1,-6,.,-1,.,-44,.,1,.,0.9,.
O=[N+]([O-])c1nn(-c2ccc3c(c2)OCCO3)n(O)c1=Nc1ccccc1,0,0.8,4,5.5,3,-0.8,0.9,1,0.9,97*
CCCCOCCCNC(=O)c1ccc(NC(C)=O)cc1,-7,0.0,0,9.3*,.,-0.4,1,-5,1,-1
CCn1c(O)c(N=NC(=S)NCC2CCCO2)c2ccccc21 (stereo unspecified),-1,-2.3,5,3.5,-8,-0.2,1,0,1,0
COc1cccc(OCc2nnc(SCC(=O)NNC(=O)C3CCCCC3)n2C)c1,-124,-0.8,-3,-0.2,-12,-0.1,1,0,1,-5

Next part
SMILES,TNAP inh no acc,Redox H2O2 prof,TNAP inh hiacc,RAM inhibit,S1P3 antag,Hsp70 act,PMI act satM6P,Efa HMGR inh,PMI act,Lmaj promast
CCCn1c(NCc2ccco2)nc2ccccc21,-9,0.1,-2,0.5,-8,-0.2,1,1,0.9,0
O=S(=O)(Nc1ccccc1N1CCOCC1)c1ccc(Cl)s1,0,-0.7,-6,3.5,8,-0.3,1,-4,1.1,2
Cc1ccc(N2CC(C(=O)Nc3nnc(SCC(=O)Nc4cc(C)on4)s3)CC2=O)cc1 (stereo unspecified),4,0.2,1,4.1,1,-0.3,1.1,-4,1.1,60*
Cc1ccc2nnnc(-c3ccccc3)c2c1,-5,-0.5,4,0.3,-4,-0.1,1,-2,0.9,0
Cc1cc([N+](=O)[O-])ccc1NC(=S)NC(=O)Cc1ccccc1,-6,-0.7,-6,4.5,.,0.3,1,-10,0.9,-8
O=C(CSc1ncccn1)NCc1ccc(F)cc1,-11,1.2,-4,0.5,-19,0.1,0.9,0,0.9,-4
O=C(Nc1ccc(Cl)cc1)OCCn1nnnc1C(c1ccccc1Cl)N1CCOCC1 (stereo unspecified),-5,1.2,-6,-0.4,.,0.1,1,-5,0.9,90*
O=C(O)CCc1ccc(-c2ccc(Cl)cc2)n1NC(=O)c1ccc(O)cc1,-5,0.6,2,1.3,7,-0.1,0.9,-8,1,-7
COc1cc(/C=N/NC(=O)C(=O)NCC2CCCO2)ccc1OCC(=O)N1CCOCC1 (stereo unspecified),-4,-0.6,1,1.4,-21,-0.4,1.1,-1,1.1,-6
Cc1ccc(C)c(N(C)C(=O)COc2cc(=O)n(C)c3ccccc23)c1,-16,-3.5,-10,0.8,-23,-0.5,1,-13,1,-2
CCCCN(CCCC)C(=O)C[n+]1cccc(/C=N/O)c1,-3,-1.6,-3,5.7,-13,0.3,1.1,-1,1.1,-4
O=C(CN1C(=O)CSc2ccc(S(=O)(=O)N3CCOCC3)cc21)NCc1cccnc1,-25,-0.1,-3,0.9,1,-0.3,1,-5,1,-5
COC(=O)/C(=C\c1ccc(O)cc1)c1nc2ccccc2[nH]1,-6,-2.1,-1,1.2,-33,0.4,1.1,0,1.2,34
COc1ccccc1NC(=O)CN1CCN(c2ccccn2)CC1,-12,-7.1,-4,5.0,.,-0.3,1.1,-5,1.2,-3
CCOC(=O)c1c(NC(=O)c2csc(C)c2)sc(C(C)=O)c1C,.,0.7,.,.,-15,-0.2,.,.,.,0
COc1cccc(NC(=O)C(Sc2nc3ccccc3c(=O)n2CC(C)C)c2ccccc2)c1 (stereo unspecified),-17,3.4,-5,4.1,-12,0.0,1.1,1,1.1,-1
C=CCn1c(N)cc(=O)nc1SCC(=O)Nc1ccc(C)cc1,-14,-0.5,-5,1.2,-9,-0.1,1.1,4,1.1,-7
N#Cc1cc2c(nc1SCc1nc3ccccc3[nH]1)CCC2,-25,-0.3,-4,-1.1,20,0.0,1,-1,1,12
CCc1nc2ccccc2n(CCOCCn2c(=O)c(CC)nc3ccccc32)c1=O,-12,.,-5,.,-13,.,1.1,.,1.1,.
CCOC(=O)c1cnn(-c2cc(C)cc(C)c2)c1N,-11,0.2,-1,1.0,-12,0.0,1.1,9,1.1,-2

Brought forward from above: five compounds, then new ones.
SMILES,TNAP inh no acc,Redox H2O2 prof,TNAP inh hiacc,RAM inhibit,S1P3 antag,Hsp70 act,PMI act satM6P,Efa HMGR inh,PMI act,Lmaj promast
COc1cccc(NC(=O)C(Sc2nc3ccccc3c(=O)n2CC(C)C)c2ccccc2)c1 (stereo unspecified),-17,3.4,-5,4.1,-12,0.0,1.1,1,1.1,-1
C=CCn1c(N)cc(=O)nc1SCC(=O)Nc1ccc(C)cc1,-14,-0.5,-5,1.2,-9,-0.1,1.1,4,1.1,-7
N#Cc1cc2c(nc1SCc1nc3ccccc3[nH]1)CCC2,-25,-0.3,-4,-1.1,20,0.0,1,-1,1,12
CCc1nc2ccccc2n(CCOCCn2c(=O)c(CC)nc3ccccc32)c1=O,-12,.,-5,.,-13,.,1.1,.,1.1,.
CCOC(=O)c1cnn(-c2cc(C)cc(C)c2)c1N,-11,0.2,-1,1.0,-12,0.0,1.1,9,1.1,-2
CCOC(=O)c1cc2sccc2n1CC(=O)Nc1ccc(OC)cc1,-17,2.0,-10,6.0,.,-0.1,1,-3,1.1,-4
COc1ccc(F)cc1S(=O)(=O)n1cc(C)nc1-c1ccccc1,-4,2.0,-4,.,-32,0.8,1.1,.,1.1,4
Cc1[nH][nH]c(=O)c1C(c1ccc(-c2ccc(Cl)cc2Cl)o1)c1c(C)[nH][nH]c1=O,-22,0.0,4,-0.4,.,0.6,1.4,10*,1.2,100*
O=C(C1CCCCN1S(=O)(=O)c1ccc(F)cc1)N1CCN(c2ccccc2F)CC1 (stereo unspecified),-14,-0.3,-4,0.9,-5,-0.2,0.9,-2,0.9,0
COc1ccc(NC(=O)c2ccccc2NC(=O)NC2CCCCC2)cc1,-11,0.0,1,2.5,.,-0.2,1,-5,0.9,3
CC1CCCCN1Cc1ccc(-c2nnn(CC(=O)NC3CCCCC3)n2)cc1 (stereo unspecified),-14,0.5,-4,1.5,.,0.7,1,-2,1,8
CCN(CCC(=O)Nc1cc([N+](=O)[O-])ccc1OC)Cc1ccccc1,4,-0.1,-2,0.7,7,-0.3,1.1,-1,1,67*
Cc1cc(C)cc(Oc2nc(C(F)(F)F)nc3ccccc23)c1,-12,0.9,0,2.1,.,-0.1,0.8,2,0.9,5
Cc1ccc(S(=O)(=O)N2CCOCC2)cc1NC(=O)COC(=O)c1cc(=O)c2ccccc2o1,-8,-0.6,0,2.5,-6,-0.1,1.1,-4,1.2,-2
Cc1ccc(NC(=S)N2CCC(c3nc4ccccc4s3)CC2)cc1,-16,1.6,-5,0.5,.,-0.2,0.9,-6,0.9,-3
COc1ccc(C(=O)CSc2nnc(-c3cnccn3)n2Cc2ccco2)cc1,-15,-0.2,-9,4.8,5,-0.4,1.1,-2,1.1,4
COC(=O)c1cc(NC(=S)NCc2ccc(Cl)cc2)cc(C(=O)OC)c1,-13,0.3,-3,6.1,-5,-0.4,0.9,-8,0.9,-6
CC(=O)c1cccc(NC(=O)N2CCCC2C(=O)Nc2ccc3c(c2)OCO3)c1 (stereo unspecified),-5,-0.3,-6,2.1,6,0.1,1,-9,1.1,-4
O=C(Nc1cccc(OC(=O)c2ccco2)c1)c1ccco1,0,2.4,-3,0.7,9,0.1,0.9,3,1,10
O=C(COC(=O)/C=C/c1cccc(C(F)(F)F)c1)Nc1cccc2ccccc12,-12,0.5,-9,3.6,-15,-0.5,1.1,1,1.1,26
